Screening results from PubChem BioAssay.
KCNQ2 inh = KCNQ2 potassium channel inhibitors, primary screen, cell-based, CHO-K1, FluxOR thallium flux, B-score (AID 2156). 20 min; active compounds read low. O88943. B-score at 10 µM. hit rate 1.1% among 310,000;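 active means fluorescence ratio B-score at most minus 3 library SDs, with starting brightness B-score within 2 library SDs, cut at about -5.5 in these data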
Kir21 inh = Kir2.1 (mouse) channel inhibition. P35561. HEK293-Kir2.1, FluxOR thallium flux fluorescence; active compounds read low. B-score at 10 µM. hit rate 0.85% among 310,000. AID 1672;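 active means fluorescence ratio B-score at or below minus 3 SD of library scores, with starting-brightness B-score within 2 SD, cut at about -4.2 in these data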;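 further: channel flux triggered by added potassium and thallium sulfate stimulus; B-score of peak minus minimum fluorescence over baseline after thallium stimulus; more negative B-score means stronger Kir2.1 block with less thallium influx; some compounds called inactive have numbers as strong as hits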
Target sequence (P35561 whole entry, looked up): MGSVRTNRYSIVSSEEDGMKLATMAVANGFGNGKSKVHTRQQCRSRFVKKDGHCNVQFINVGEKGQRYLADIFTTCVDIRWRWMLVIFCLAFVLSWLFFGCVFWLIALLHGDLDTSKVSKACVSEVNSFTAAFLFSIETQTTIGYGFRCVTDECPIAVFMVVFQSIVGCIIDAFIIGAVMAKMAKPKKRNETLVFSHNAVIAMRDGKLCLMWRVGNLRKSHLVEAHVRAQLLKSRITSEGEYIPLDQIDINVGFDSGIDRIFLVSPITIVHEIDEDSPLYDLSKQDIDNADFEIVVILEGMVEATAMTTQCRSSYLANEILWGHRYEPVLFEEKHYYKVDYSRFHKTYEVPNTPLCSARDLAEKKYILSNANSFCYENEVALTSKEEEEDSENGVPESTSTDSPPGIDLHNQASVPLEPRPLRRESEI
CHT block = inhibitors of human choline transporter CHT; Q9GZV3; CHT-expressing cells, membrane potential dye, choline response; active compounds read low; B-score at 10 µM; hit rate 0.86% among 310,000; AID 488975;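 active means B-score over 3 SD under the library average, and starting fluorescence ratio not unusually high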;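 further: choline stimulus applied at its EC90 after an EC20 pre-addition; B-score computed on integrated fluorescence ratio after choline addition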
Target sequence (Q9GZV3 whole entry, looked up): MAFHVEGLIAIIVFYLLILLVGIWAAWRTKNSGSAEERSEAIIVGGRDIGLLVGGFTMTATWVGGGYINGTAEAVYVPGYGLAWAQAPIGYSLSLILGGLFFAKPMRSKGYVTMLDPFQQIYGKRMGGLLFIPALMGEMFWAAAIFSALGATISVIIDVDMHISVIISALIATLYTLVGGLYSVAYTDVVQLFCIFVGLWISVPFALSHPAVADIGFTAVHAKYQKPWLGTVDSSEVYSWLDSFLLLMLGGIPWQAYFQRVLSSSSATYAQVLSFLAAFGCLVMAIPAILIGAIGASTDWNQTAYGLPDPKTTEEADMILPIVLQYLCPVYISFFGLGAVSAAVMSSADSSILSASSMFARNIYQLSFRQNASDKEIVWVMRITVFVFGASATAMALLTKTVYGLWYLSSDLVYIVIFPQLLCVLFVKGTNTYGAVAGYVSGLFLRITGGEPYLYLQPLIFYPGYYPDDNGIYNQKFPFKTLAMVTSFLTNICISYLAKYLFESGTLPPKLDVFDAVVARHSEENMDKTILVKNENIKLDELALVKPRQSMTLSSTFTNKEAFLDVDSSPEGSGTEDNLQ
Numbers without * were called inactive; i = inactive; nt = not tested or not shown. Outcome played no part in choosing rows (roughly 2.6% active in at least one column).

KCNQ2 inh	Compound	Kir21 inh	CHT block
i	O=C(COC(=O)CCOc1ccccc1)NCCc1ccccc1	0.47	i
i	O=C(O)C1CCN(C(=O)c2ccc3c(c2)OCO3)CC1	-0.05	i
i	Cc1ccc(-c2nc(CSCC(=O)N3CCOCC3)c(C)o2)cc1	0.24	i
i	O=C1c2ccccc2C(Nc2ccc3c(c2)OCO3)N1Cc1ccco1 (stereo unspecified)	0.36	i
i	O=C(c1ccncc1)c1ccc(Br)cc1	0.04	i
i	Cn1ncc2c(Nc3cc(Cl)cc(Cl)c3)ncnc21	-0.29	i
i	Cc1ccc(SCCC(=O)Nc2ccccc2C(=O)NC2CCCCC2)cc1	1.1	i
i	COCCCN(C(=O)CSCc1ccc(C)cc1)c1c(N)n(Cc2ccccc2)c(=O)[nH]c1=O	1.4	i
i	CCOC(=O)c1ccc(NC(=S)N(CCCN2CCN(C)CC2)Cc2cccs2)cc1	-0.74	i
i	N/C(=N\OC(=O)C1CCCCC1)c1ccncc1	3.6	i
i	Cc1ccc(C(OCC(O)CN2CCCCC2CO)c2ccccc2)cc1 (stereo unspecified)	-2.3	i
i	Cc1noc(C)c1COc1ccc(C(=O)OCC(=O)NC(=O)C2COc3ccccc3O2)cc1 (stereo unspecified)	1.4	nt
i	CCCCn1nc(C(=O)N[C@@H](CCSC)c2nc3ccccc3[nH]2)c2ccccc2c1=O	-0.74	i
i	c1ccc(CCc2nc3ccccc3[nH]2)cc1	0.89	i
i	N/C(=N\OC(=O)Cc1ccc(-c2ccccc2)cc1)c1cccnc1	-0.61	i

Next entries follow.
KCNQ2 inh	Compound	Kir21 inh	CHT block
i	CN=C1SC(C(=O)O)CC(=O)N1C (stereo unspecified)	-1.4	i
i	CCOC(=O)N/N=C/C=C/c1ccccc1	-0.71	i
i	CCc1ccccc1NC(=S)NC1CC2CCCC(C1)N2Cc1cccs1 (stereo unspecified)	-0.45	i
i	CC(C)OC(=O)NC(c1ccccc1)C(Cl)(Cl)Cl (stereo unspecified)	-0.92	i
i	CC(=O)c1c(-c2ccc(Cl)cc2Cl)noc1C	-0.74	i
-7.2*	Cc1cccnc1Nc1nc(-c2ccc(F)cc2)cs1	0.36	i
i	C=CCNC(=S)NN(c1ccccc1)c1ccccc1	-0.39	i
i	Cc1ccc(S(=O)(=O)NC(C)C(c2cccs2)N2CCN(C)CC2)cc1 (stereo unspecified)	-1.3	i
i	O=C(CSc1nnc2ccccn12)c1ccc(Cl)cc1	-0.16	i
i	Cc1nc(C)c(-c2ccnc(/N=C/NO)n2)s1	0.63	i
i	O=C(Nc1cccc(Oc2ccc3c(c2)C(=O)NC3=O)c1)c1ccco1	-2.2	i
i	COCc1c(C(=O)OC)nnn1-c1ccc(C(F)(F)F)cc1[N+](=O)[O-]	0.04	i
i	CCCCN1Cc2c(nc3cc(-c4ccco4)[nH]n3c2=O)C1=O	0.81	i
i	COC(=O)c1sccc1-c1ccc(C(=O)Nc2ccccc2)o1	0.15	i
-5.6*	COc1ccc(N2CCN(C(=O)CSc3ncnc4scc(-c5ccc(C)cc5)c34)CC2)cc1	-0.27	i

Next compounds.
KCNQ2 inh	Compound	Kir21 inh	CHT block
i	Cc1cc(C2=NNC(=NCc3ccccc3)SC2)c(C)n1-c1c(C)n(C)n(-c2ccccc2)c1=O	-1.1	nt
i	C=C[C@H]1[C@H](OC2OC(CO)C(O)C(O)C2O)OC=C(C(=O)OC)[C@H]1C[C@H]1CC(=O)C[C@H](CC(=O)CCc2ccc(O)cc2)O1 (stereo partly specified)	-0.67	i
i	CCOC(=O)Cn1cc(Cl)cc(C(=O)Nc2ccccc2)c1=O	-0.29	i
i	CCC(C)C1NC(=S)N(C2CCCCC2)C1=O (stereo unspecified)	-0.22	i
i	CCCOc1ccc(CCN2CCC(=O)NC2=O)cc1C	1.1	i
i	CC(=O)c1cccc(N=C2NC(=O)C(CO)(CO)S2)c1	-0.85	i
i	O=C(CSc1nnc(SCc2ccc(Cl)cc2)s1)N/N=C/c1c(Cl)cccc1Cl	1.4	i
i	COc1ccc2cnn(CCOc3cc(C)ccc3C(C)C)c(=O)c2c1OC	-4.8*	i
i	CCOc1ccc(N(CC(=O)Nc2ccccc2C(=O)N2CCCC2)S(C)(=O)=O)cc1	-0.16	i
i	O=C(Cc1cccs1)N1CCN(S(=O)(=O)c2ccc(F)cc2)CC1	0.57	i
i	Cc1ccc(NC(=O)CS(=O)CC(=O)NCCCN(C)c2ccccc2)cc1 (stereo unspecified)	0.43	i
i	O=C(CSc1nc(=O)n2ccccc2n1)N1CCN(c2ccccc2)CC1	-0.8	i
i	CCN(CC)C(=O)Cn1cc(SCC(=O)Nc2cc(C)on2)c2ccccc21	-0.64	i
i	O=C1N(CCCl)c2ccc(Br)cc2C12OCCO2	-0.25	i
i	CCCCc1nc2cc(C(=O)NC(C)c3cnn(C)c3)ccc2o1 (stereo unspecified)	0.39	i

Next structures:
KCNQ2 inh	Compound	Kir21 inh	CHT block
i	Cc1ccc(NC2=CC(=O)OC(C)C2)cc1 (stereo unspecified)	0.45	i
i	COCCn1c(C)cc(/C=C(\C#N)C(=O)OC(C)C(=O)Nc2ccc(NC(C)=O)cc2)c1C (stereo unspecified)	-1.2	i
i	O=C(Nc1cccc2ncccc12)c1ccccc1[N+](=O)[O-]	-0.55	i
i	Cc1cc(CSc2ccccc2C(=O)O)on1	1.6	i
i	CCNC(=O)Oc1ccc(-c2csnn2)cc1	-0.12	i
i	CCS(=O)(=O)CCSc1nc(C)cc(C)c1C#N	0.48	i
i	COc1ccc(-c2cn(Cc3ccc(C)cc3)nn2)cc1	-0.79	i
-8.7*	Clc1cccc(Cl)c1/C=C/c1nc2ccccc2[nH]1	-0.48	i
i	CCOC(=O)C1CCCN(S(=O)(=O)CCNC(=O)c2cccc(OC)c2)C1 (stereo unspecified)	0.15	i
i	C=CCN(CC=C)CCOc1ccccc1	1.1	i
i	O=C(COC(=O)c1ccc(S(=O)(=O)N2CCCC2)cc1)NCc1ccccc1	-0.09	i
i	O=S(=O)(Nc1cc(Sc2cccc3cccnc23)c(O)c2ccccc12)c1ccc(F)cc1	0.23	i
i	CC1=C(C(=O)OC(C)C)C(c2c[nH]c3ccccc23)n2ncnc2N1 (stereo unspecified)	-0.09	i
i	COC(=O)C1=CN(Cc2ccccc2)C=C(C(=O)OC)C1c1cc(F)ccc1F	-0.07	i
i	O=C(NCCCCc1ccccc1)C12CN(Cc3ccccc3)CC1C(c1cccc([N+](=O)[O-])c1)=NO2 (stereo unspecified)	-0.01	i

Some of the entries so far, with values ahead of the structure.
KCNQ2 inh,Kir21 inh,CHT block,mol
i,-0.55,i,O=C(Nc1cccc2ncccc12)c1ccccc1[N+](=O)[O-]
i,-0.39,i,C=CCNC(=S)NN(c1ccccc1)c1ccccc1
i,0.39,i,CCCCc1nc2cc(C(=O)NC(C)c3cnn(C)c3)ccc2o1 (stereo unspecified)
i,1.1,i,CCCOc1ccc(CCN2CCC(=O)NC2=O)cc1C

Four structures from above, ordered by molar mass, smallest number first:
KCNQ2 inh	Compound	Kir21 inh	CHT block
i	Cc1ccc(NC2=CC(=O)OC(C)C2)cc1 (stereo unspecified)	0.45	i
i	CCS(=O)(=O)CCSc1nc(C)cc(C)c1C#N	0.48	i
i	CC1=C(C(=O)OC(C)C)C(c2c[nH]c3ccccc23)n2ncnc2N1 (stereo unspecified)	-0.09	i
i	O=S(=O)(Nc1cc(Sc2cccc3cccnc23)c(O)c2ccccc12)c1ccc(F)cc1	0.23	i

Additional results
KCNQ2 inh	Compound	Kir21 inh	CHT block
i	Cn1cccc1C(=O)NCC(c1ccc(F)cc1)N1CCOCC1 (stereo unspecified)	-0.4	i
i	CCOC(=O)c1cc(C#N)c(SCC(=O)c2cc(C#N)c(SC)nc2C)nc1C	1.1	i
i	Cc1ccsc1/C=C1\SC(N2CCOCC2)=NC1=O	0.13	i
i	Cc1ccc(-n2nc(CC#N)c(C#N)c2N)cc1	0.44	i
i	O=C(Cc1ccccc1)N/N=C/c1cc(Br)cc(Cl)c1O	0.68	i
i	COc1ccc(S(=O)(=O)N2CCCC(C(=O)N3CCN(C)CC3)C2)cc1Cl (stereo unspecified)	0.94	i
i	O=C(COc1ccc([N+](=O)[O-])cc1)N(Cc1cccs1)C1CCS(=O)(=O)C1 (stereo unspecified)	-0.84	i
i	Cc1cccn2c(=O)nc(SCC(=O)Nc3cccc4ccccc34)nc12	-0.89	i
i	CCOC(=O)c1ccc(N(C(=O)c2ccco2)C(C(=O)NC2CCCC2)c2ccncc2)cc1 (stereo unspecified)	-1.3	i
i	COc1ccc2c(Cl)c(C(=O)NN3CCN(C)CC3)sc2c1	0.02	i
i	Nc1nnnn1/N=C/c1cc(Cl)ccc1O	-1.6	i
-5.8*	COc1ccc(N2CCN(C(=O)c3oc4ccccc4c3NC(=O)Cc3cccc(OC)c3)CC2)cc1	0.01	i
i	C#CCOC(=O)/C(=C/c1ccc(F)cc1)NC(C)=O	0.65	i
i	COc1ccc(/C=C(\C#N)C(=O)OCC(=O)Nc2ccc(-c3nc4ccc(C)cc4s3)cc2)cc1	0.37	i
i	CCc1ccccc1NC(=O)CCS(=O)(=O)c1ccc(OC)cc1	0	i

More structures.
KCNQ2 inh	Compound	Kir21 inh	CHT block
i	Cc1ccccc1CN1CCNC(=O)C1CC(=O)N(C)CCC1CCOCC1 (stereo unspecified)	0.01	i
i	CC(C)(CNC(=O)c1cc2c(s1)CCCC2)N1CCOCC1	-0.01	i
i	CCCCN(C1CCS(=O)(=O)C1)S(=O)(=O)c1cc(C)ccc1C (stereo unspecified)	-2.7	i
i	O=C(CSc1nc2ccccc2nc1N1CCOCC1)N1CCN(c2ccccc2)CC1	-1.3	i
i	CC(=O)N1CCN(C2=NC(=O)C(=C3CCCCC3)S2)CC1	-0.03	i
i	CC(=O)Nc1c(O)n(C)c2ccccc12	-0.07	i
i	Cc1cc(=O)n(CC(=O)Nc2cc(Cl)ccc2C)c(C(C)C)n1	0.06	i
i	O=C(Nc1nnc(-c2ccc3c(c2)OCCO3)o1)c1ccc(Cc2ccccc2)cc1	1.4	i
i	Cc1onc(-c2c(Cl)cccc2Cl)c1C(=O)Nc1ccc2c(c1)OCO2	-2.7	i
i	c1ccc(NCc2nnc3n2CCCCC3)cc1	1.4	i
i	O=C(C1CCN(S(=O)(=O)c2cccc3nsnc23)CC1)N1CCN(c2ccccc2F)CC1	-0.56	i
i	CCOC(=O)[C@H](CCc1ccccc1)N[C@@H](C)C(=O)N1CCC[C@H]1C(=O)O	-0.35	i
i	CC1(C(=O)Oc2ccccc2)Cc2ccccc2C(=O)O1 (stereo unspecified)	-1.9	i
i	O=C(O)c1cccc(NS(=O)(=O)c2ccc(S(=O)(=O)N3CCOCC3)cc2)c1	0.41	nt
i	O=C1CCCC(O)=C1C1C2=C(CCCC2=O)Oc2ccccc21 (stereo unspecified)	1	i

Following part
KCNQ2 inh	Compound	Kir21 inh	CHT block
i	O=C(O)CC1(CC(=O)NCc2ccc(C(F)(F)F)cc2)CCCCC1	-0.45	i
i	O=C(NNC(=O)C12CC3CC(CC(Cl)(C3)C1)C2)c1ccncc1	-0.25	i
i	CC1=C/C(=N\N=C2\NC(=O)C(CC(=O)Nc3ccccc3F)S2)CC(C)(C)C1 (stereo unspecified)	1	i
i	CC(C)COC(=O)/C(C#N)=C/c1cn(Cc2ccccc2)c2ccccc12	-0.8	i
i	COc1ccc(C(=O)/C=C/c2ccc(O)cc2)c(O)c1CC=C(C)C	-0.9	i
i	O=C(CSc1nnc2c(Cl)cc(C(F)(F)F)cn12)NCc1ccc(F)cc1	-1.1	i
i	COc1ccc(NC(=O)Nc2cccc([N+](=O)[O-])c2)cc1Cl	-0.56	i
i	CC1(C)Cc2ccccc2C2=NNC(=O)C2=N1	-1.3	i
i	Cc1cc2c(c(SCC(=O)Nc3ccc(C)c(C)c3)n1)C(=O)OC2	0	i
i	Cc1cccc(NS(=O)(=O)c2cc(NC(=O)CC(=O)c3ccc([N+](=O)[O-])cc3)ccc2C)c1	-0.21	nt
-7.2*	CN(C)c1ccnc(N(Cc2ccccc2)Cc2ccccc2)c1C#N	0.32	i
i	COc1ccc(C(=O)CCc2ccccc2O)c(OC)c1	1.2	i
i	CC(C)OC(=O)CSc1nnc(-c2ccco2)n1N	1.2	i
i	COC(=O)C1=CN(Cc2ccc(OC)cc2)C=C(C(=O)OC)C1c1ccc(O)c(OC)c1	0.96	i
i	CN1CCN(c2oc(-c3ccco3)nc2S(=O)(=O)c2ccccc2)CC1	0.36	i

2 records picked at random from those above, as already listed:
KCNQ2 inh	Compound	Kir21 inh	CHT block
i	COc1ccc(C(=O)/C=C/c2ccc(O)cc2)c(O)c1CC=C(C)C	-0.9	i
-7.2*	CN(C)c1ccnc(N(Cc2ccccc2)Cc2ccccc2)c1C#N	0.32	i

(next part)
KCNQ2 inh	Compound	Kir21 inh	CHT block
i	CCOc1ccc(-c2cccc(NS(=O)(=O)c3cc([N+](=O)[O-])ccc3C)c2)nn1	-1.7	i
i	CC(C)(C)C(=O)NC1CCN(S(=O)(=O)c2ccccc2F)CC1	2	i
i	CC(C)CN(CC(C)C)C(=O)C12CCC(C)(C(=O)C1)C2(C)C (stereo unspecified)	0.01	i
i	Cc1ccc2c(c1)C1CN(C)CCC1N2C(=O)c1ccccc1NS(=O)(=O)c1ccc(F)cc1 (stereo unspecified)	-1.3	i
i	CCOC(=O)N1CCN(C(=O)c2cc(S(=O)(=O)N3CCCC3)cn2C)CC1	0.15	i
i	CCOc1ccc(C(O)c2nccn2Cc2ccccc2)cc1 (stereo unspecified)	-3.8	i
